APP transl inh: APP translation inhibition; SH-SY5Y APP 5'UTR-luciferase reporter, luminescence; inhibition, % at 2 µM; actives 0.82% (n = 190,000); AID 1285;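 active = inhibition above a set limit, derived from the sample mean plus 3 SD, cut at about 45% in these data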; note: values of inactives mirror those of a sister screen read the other way
NF-kB expr up: compounds increasing NF-kB expression in human neuronal cells; actives 1.6% (n = 190,000); fold change at 12.5 µM; NF-kB reporter expression; hits give high values; AID 1239; in the data active = fold change above about 3.3
APP 5'UTR act: activates APP 5'UTR luciferase reporter | actives 1% (n = 190,000) | SH-SY5Y APP 5'UTR luciferase reporter, luminescence; zero percent = DMSO vehicle wells | AID 1276 | activation, % at 2 µM;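 active = activation above a set limit, based on mean plus 3 SD of controls, cut at about 140% in these data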; note: values of inactives mirror those of a sister screen read the other way
STAT3 activator: activators of IL-6 induced STAT3 signaling | U3A cells, IL-6 STAT3-luciferase reporter, luminescence; 100% = signal with IL-6 EC80 alone | activation (% of control), % at 5.6 µM | actives 0.91% (n = 190,000);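 active = activation above the screen-wide mean of compound activation plus 3 SD, cut at about 130% in these data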;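 note: 0% = background luminescence of wells with medium and substrate only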
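Material: STAT1-lacking human U3A cells, STAT3 luciferase reporter | Benchmarks: IL-6-only wells as 100% reference | Probe or stimulus: IL-6 (33 ng/mL) | Timing: Compound 1 h, then IL-6 6 h at 37 °C | Detection: Luminescence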
STAT1 blocker: reduces IFN-gamma driven STAT1 reporter signal | NIH 3T3 STAT1-luciferase reporter, luminescence | inhibition, % at 5.5 µM | actives 0.35% (n = 200,000) | AID 920;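 active = inhibition above a set limit, the mean inhibition across all tested compounds plus 3 SD, cut at about 34% in these data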;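 note: 0% = IFN-gamma with DMSO and 100% = IFN-gamma with 300 µM nifuroxazide; values of inactives mirror those of a sister screen read the other way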
FLuc inhib CS: counter-screen for luciferase assay inhibitors: firefly luciferase inhibition | P08659 | ATPLite firefly luciferase biochemical luminescence, 10 min | inhibition, % at 10 µM | actives 1.5% (n = 200,000);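 active = inhibition above about 50% when tested at 10 µM, limit read from the data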
Target sequence (P08659 whole entry, looked up): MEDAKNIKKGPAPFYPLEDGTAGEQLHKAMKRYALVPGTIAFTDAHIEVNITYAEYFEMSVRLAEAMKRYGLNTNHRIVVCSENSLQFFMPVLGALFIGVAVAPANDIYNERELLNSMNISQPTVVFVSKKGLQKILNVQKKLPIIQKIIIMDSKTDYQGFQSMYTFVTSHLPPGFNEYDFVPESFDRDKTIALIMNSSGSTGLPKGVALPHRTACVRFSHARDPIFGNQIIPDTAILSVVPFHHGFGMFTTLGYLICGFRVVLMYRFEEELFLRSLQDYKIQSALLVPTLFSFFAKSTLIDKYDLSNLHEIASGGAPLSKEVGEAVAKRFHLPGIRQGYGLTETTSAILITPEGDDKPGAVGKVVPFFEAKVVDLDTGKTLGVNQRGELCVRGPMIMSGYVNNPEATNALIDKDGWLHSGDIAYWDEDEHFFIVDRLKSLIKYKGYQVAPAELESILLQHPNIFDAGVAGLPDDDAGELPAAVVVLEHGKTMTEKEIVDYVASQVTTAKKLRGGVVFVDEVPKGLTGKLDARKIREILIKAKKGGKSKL
RAM network inh: yeast RAM network inhibition. inhibition, % at 50 µM. AID 868. S. cerevisiae dse1pr::URA3 reporter, 5-FOA growth OD615, 2 d; analog-sensitive cbk1-as2 kinase mutant strain. actives 1.8% (n = 190,000);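 active = inhibition above a set limit, 3 SD over mean compound inhibition, cut at about 8.4% in these data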;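 note: 0% = DMSO-only wells with no growth and 100% = 10 µM 1-NA-PP1 full growth; inhibition rescues growth on 5-FOA so higher OD means more RAM inhibition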
STAT3 blocker: reduces IL-6 driven STAT3 reporter signal; U3A cells, IL-6 STAT3-luciferase reporter, luminescence; host cell line lacks STAT1; inhibition, % at 5.5 µM; actives 0.89% (n = 190,000); AID 862;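 active = inhibition above the mean inhibition across all screened compounds plus 3 SD, cut at about 44% in these data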;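 note: 0% = DMSO only wells and 100% = 100 µM nifuroxazide control wells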
STAT1 activator: activators of IFN-gamma induced STAT1 signaling; NIH 3T3 STAT1-luciferase reporter, luminescence; 100% = IFN-gamma alone, no compound; activation (% of control), % at 5.5 µM; actives 2.6% (n = 200,000);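 active = activation above the screen-wide mean activation plus 3 SD, cut at about 130% in these data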;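 note: raw ratio to IFN-gamma control signal so 100% means no change and 0% no light; values of inactives mirror those of a sister screen read the other way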
Hsp70 activator: transcriptional activators of Hsp70; actives 0.04% (n = 200,000); activation, % at 10 µM; HeLa Hsp70 promoter luciferase reporter, luminescence; scaled: vehicle 0, proteasome-inhibitor control 100%;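 active = activation above the mean across all tested compounds plus 3 SD, cutoff set per campaign, cut at about 5.5% in these data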;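 note: 100% = MG132 at 30 µM as the positive control and 0% = DMSO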
Starred values were filed as active, the others as inactive; / = not tested or not shown.

SMILES	APP transl inh	NF-kB expr up	APP 5'UTR act	STAT3 activator	STAT1 blocker	FLuc inhib CS	RAM network inh	STAT3 blocker	STAT1 activator	Hsp70 activator
COC(=O)c1cc(=O)n(CCc2ccccc2)c(=Nc2ccc(F)cc2)s1	-8	0.89	8	107	4	-1	12*	-3	96	0.0
O=C(c1cc(-c2ccccn2)nc2c(Cl)cccc12)N1CCN(S(=O)(=O)c2ccccc2)CC1	-21	0.61	21	110	0	0	0.9	-10	100	-0.3
COc1cccc(Nc2nc3cc(OC)ccc3cc2C#N)c1	-1	0.95	1	86	-19	-6	4.6	19	115	0.0
Cc1ccccc1C(=O)NNC(=S)NC(=O)COc1ccccc1	1	0.99	-1	105	-3	-2	3.5	-5	102	0.4
COC(=O)c1sc(S(=O)(=O)Nc2ccc(C)cc2)c(C(=O)OC)c1C	10	1.2	-10	88	6	-8	6.7	21	94	-0.1
O=c1ncn(-c2cccc(F)c2)c2ncccc12	-28	1	28	101	3	-3	1.8	2	97	-0.2
CCCc1[nH]n(-c2ccc(F)cc2)c(=O)c1C=Nc1ccc(C)cc1	13	0.88	-13	96	-3	-6	8.3	3	103	0.0
O=C(C/C=N\OCc1ccc([N+](=O)[O-])cc1)Nc1ccc(Cl)cc1	5	0.9	-5	100	4	3	3.5	2	94	-0.1
OC(COc1ccc2c(c1)CCC2)Cn1cnc2ccccc21 (stereo unspecified)	2	1.4	-2	85	-8	-5	0.2	22	109	0.5
N/C(=N\OC(=O)c1ccc(=O)n(Cc2ccccc2)c1)c1ccccn1	-2	1.5	2	104	-12	-5	0.8	-4	110	-0.3
Cc1c(C(=O)NNS(=O)(=O)c2ccccc2Cl)sc(=S)n1C	-19	1.2	19	99	2	-6	1.4	2	98	-0.3
Cc1noc(C(=O)NCc2ccco2)c1Cl	0	0.99	0	101	-6	-8	0.6	-1	106	-0.4
COC(=O)C1=C(O)CSC1=Nc1ccccc1	3	1.1	-3	101	-2	-1	0.5	-1	102	-0.1
CC(=O)NCC(=O)NC1(C(=O)NC2CCCC2)CCCCC1	6	1.2	-6	91	6	-8	0.5	17	96	-0.1
O=C(c1ccc(S(=O)(=O)N2CCCC2)cc1)N1CCCc2ccccc21	-13	0.9	13	103	7	-3	-0.6	2	93	-0.2
N#CC(C#N)=C1C=C2C=C(N3CCCCC3)CCC2CC1 (stereo unspecified)	-2	0.85	2	92	10	-4	2.8	12	91	-0.3
CCOC(=O)C1=C(C)N(C)C(=O)NC1c1ccccc1OC (stereo unspecified)	-10	1.1	10	97	8	-3	-0.7	7	92	-0.2
O=C(/C=C/c1ccc2c(c1)OCO2)NCCSCc1c(Cl)cccc1Cl	17	1.3	-17	106	1	3	15*	-4	99	-0.5
Cc1cccc(NC(=O)C2c3ccccc3C(=O)N3CCc4ccccc4C23)n1 (stereo unspecified)	7	1	-7	100	2	-5	-0.1	6	98	-0.4
CC1CCCN(c2nc3c(c(=O)n(C)c(=O)n3C)n2CCSc2nc3ccccc3s2)C1 (stereo unspecified)	1	0.29	-1	106	4	0	-0.5	1	96	-0.5
Cc1ccc(C(=O)NC(=S)Nn2cnnc2)cc1	8	1.1	-8	102	-3	-3	2.1	3	103	-0.3
COC(=O)c1nn(-c2ccccc2)c(Cl)c1/C=N/OCc1ccc(C)cc1	-6	1.1	6	96	-6	-3	10*	6	105	0.0
CCC(=O)Nc1nc2ccccc2n1Cc1ccc(Cl)cc1	27	0.76	-27	100	7	-3	0.8	4	92	-0.5
CC(C)NC(=S)N/N=C/c1ccc(C(C)(C)C)cc1	-8	1.8	7	104	-2	10	2.7	3	101	0.0
c1ccc(-c2nc(CSc3nnnn3-c3ccccc3)cs2)cc1	0	0.95	0	96	-6	-8	6.6	9	106	-0.3

Eleven entries already listed, arranged by molecular weight, ascending.
SMILES	APP transl inh	NF-kB expr up	APP 5'UTR act	STAT3 activator	STAT1 blocker	FLuc inhib CS	RAM network inh	STAT3 blocker	STAT1 activator	Hsp70 activator
O=c1ncn(-c2cccc(F)c2)c2ncccc12	-28	1	28	101	3	-3	1.8	2	97	-0.2
CC(C)NC(=S)N/N=C/c1ccc(C(C)(C)C)cc1	-8	1.8	7	104	-2	10	2.7	3	101	0.0
CCOC(=O)C1=C(C)N(C)C(=O)NC1c1ccccc1OC (stereo unspecified)	-10	1.1	10	97	8	-3	-0.7	7	92	-0.2
CCCc1[nH]n(-c2ccc(F)cc2)c(=O)c1C=Nc1ccc(C)cc1	13	0.88	-13	96	-3	-6	8.3	3	103	0.0
Cc1ccccc1C(=O)NNC(=S)NC(=O)COc1ccccc1	1	0.99	-1	105	-3	-2	3.5	-5	102	0.4
N/C(=N\OC(=O)c1ccc(=O)n(Cc2ccccc2)c1)c1ccccn1	-2	1.5	2	104	-12	-5	0.8	-4	110	-0.3
O=C(c1ccc(S(=O)(=O)N2CCCC2)cc1)N1CCCc2ccccc21	-13	0.9	13	103	7	-3	-0.6	2	93	-0.2
Cc1c(C(=O)NNS(=O)(=O)c2ccccc2Cl)sc(=S)n1C	-19	1.2	19	99	2	-6	1.4	2	98	-0.3
COC(=O)c1cc(=O)n(CCc2ccccc2)c(=Nc2ccc(F)cc2)s1	-8	0.89	8	107	4	-1	12*	-3	96	0.0
O=C(/C=C/c1ccc2c(c1)OCO2)NCCSCc1c(Cl)cccc1Cl	17	1.3	-17	106	1	3	15*	-4	99	-0.5
O=C(c1cc(-c2ccccn2)nc2c(Cl)cccc12)N1CCN(S(=O)(=O)c2ccccc2)CC1	-21	0.61	21	110	0	0	0.9	-10	100	-0.3

The results go on.
SMILES	APP transl inh	NF-kB expr up	APP 5'UTR act	STAT3 activator	STAT1 blocker	FLuc inhib CS	RAM network inh	STAT3 blocker	STAT1 activator	Hsp70 activator
CCOC(=O)N1CCN(C(=O)COc2ccc3c(c2)C(=O)CC(C)(C)O3)CC1	3	1.2	-3	102	4	-3	0.1	6	94	0.1
COc1ccc(-c2nnc(NC(=O)c3ccc(S(=O)(=O)N4CCc5ccccc5C4)cc3)o2)cc1	4	0.65	-3	100	-4	-7	6.7	7	104	0.5
CCOC(=O)C1CCCN(C(=O)Nc2cccc(Cl)c2)C1 (stereo unspecified)	4	1	-4	100	2	0	0.1	4	98	-0.4
N#Cc1ncc(-c2ccc3c(c2)OCCOCCOCCOCCO3)nc1C#N	0	0.99	-1	89	-1	-4	1.3	11	101	0.0
CC(=O)c1ccc(OCC(C)C)c(Cc2c(O)nc(N)[nH]c2=O)c1	-1	1	1	96	-4	-9	2.2	2	103	-0.1
CCOC(=O)c1cnc2sccn2c1=O	-45	0.92	45	101	-2	-4	0.3	2	98	-0.2
CC(C)Oc1ccc(C(=O)NC2CCCCC2)cc1	/	2.7	/	105	-31	23	1.5	-6	128	0.0
Cc1cc(S(=O)(=O)NCCCN2CCOCC2)ccc1F	2	1.1	-2	99	5	-4	0.1	4	95	-0.3
CN(Cc1ccccc1)C(=O)Nc1ccccc1	6	1.2	-6	97	-1	1	1.1	6	103	0.2
CC1CCCN(c2nc3c(c(=O)[nH]c(=O)n3C)n2CCSc2ncccn2)C1 (stereo unspecified)	-8	0.93	8	/	4	-6	2.1	/	95	-0.3
CCC(=O)NNc1ncnc2ccccc12	-3	1.2	3	130	2	-5	0.5	-35	99	-0.2
Cc1cc(C)cc(NC(=S)N2CCN(CCO)CC2)c1	10	1.2	-10	105	8	-7	0.1	-2	93	-0.2
O=C1CC(C2CCCO2)C(=O)N1c1ccccc1 (stereo unspecified)	-16	1	16	99	5	0	-0.2	5	87	-0.2
Cc1ccc(NC(=S)N(CCCN2CCOCC2)Cc2ccco2)cc1Cl	6	0.99	-6	100	6	-3	2.0	4	94	-0.5
COc1ccc(C2C(C#N)=C(N)OC3=C2C(=O)CC(C)(C)C3)cc1Cn1nc(C)c([N+](=O)[O-])c1C (stereo unspecified)	6	1.1	-6	103	-8	-4	3.5	-8	108	-0.1
Cc1ccc2c(n1)sc1c(-c3ccccc3)c(C#N)c(N)nc12	0	1	0	135*	0	-5	5.3	-35	100	-0.1
CN(CCC#N)C(=O)COC(=O)c1cccnc1Nc1ccccc1F	-10	1.2	10	108	-2	-7	2.2	-4	102	-0.1
CC1(C(=O)NCc2ccccn2)C=CCN1C(=O)c1ccccc1 (stereo unspecified)	6	1.2	-6	104	-6	-1	1.9	-8	105	0.0
CCc1cc(C(c2ccc(OC)c(OC)c2)N2CCOCC2)c(NC(=O)c2ccccc2)s1 (stereo unspecified)	-21	2	21	109	-2	-7	3.3	-16	102	-0.4
Nc1nnc(-c2ccccc2Cl)s1	15	1.1	-15	94	-3	1	3.2	14	102	-0.2
Cc1cc(C)nc(N2CCC(C(=O)NCc3ccco3)CC2)n1	7	0.91	-7	106	3	-5	2.0	0	97	-0.1
O=C(NCCCN1CCOCC1)C(=O)NCc1ccccc1	18	1.2	-18	98	5	-6	-0.1	7	94	-0.1
CC(C)c1nn2c(=O)cc(O)nc2s1	10	1.2	-10	95	10	0	-0.8	5	91	-0.2
Cc1ccc(NC(=O)NNC(=O)Cn2nc(-c3ccccc3)c(-c3ccccc3)c(C#N)c2=O)cc1	7	3.1	-7	102	-3	-1	0.4	3	102	0.2
CCn1c(=O)cc(SCC(=O)Nc2ccc(C)cn2)c2ccccc21	-3	0.87	3	85	-4	-8	2.6	26	103	-0.1

(continued)
SMILES	APP transl inh	NF-kB expr up	APP 5'UTR act	STAT3 activator	STAT1 blocker	FLuc inhib CS	RAM network inh	STAT3 blocker	STAT1 activator	Hsp70 activator
Fc1ccc(OCc2nn3cnnc3s2)cc1	-5	1.1	5	94	4	-6	1.0	12	98	0.0
CCn1cc(C(=O)NCc2ccccc2OC)c(=O)c2cc(S(=O)(=O)N(C)C)ccc21	-5	0.64	5	95	4	-3	2.2	6	97	-0.5
C=CCn1c(C(C)NC(=O)COC)nc2ccccc21 (stereo unspecified)	-5	1.1	5	101	0	-6	0.1	-2	98	-0.2
CC(/C=C/c1ccccc1)=N\NC(N)=S	-42	2.3	42	87	-11	1	1.2	22	110	0.4
COC(=O)COC(=O)c1ccc(O)cc1	-3	1.2	3	106	-3	-7	-0.1	-4	103	-0.5
COc1ccc(Nc2c(C)cccc2C)cc1	-16	1.1	15	106	-1	-9	-0.6	-4	101	0.4
O=C(O)CN1C(=O)Nc2ccc(Br)cc2C1c1ccccc1 (stereo unspecified)	-10	1.2	10	91	4	-2	1.2	17	96	-0.2
CN1C(=O)c2ccc(C(=O)NCc3ccc4c(c3)OCO4)cc2C1=O	-11	1.2	11	90	0	-3	5.1	11	100	-0.3
COc1ccc(C(=O)Nc2ccc3[nH]c(-c4cccc(OC)c4)cc(=O)c3c2)cc1	91*	1.6	-91	116	-1	-6	3.4	-22	100	-0.2
Cc1cc(C)nc(N2N=C(c3ccccc3)CC2=O)n1	-2	1.4	2	90	-17	-8	-1.4	12	117	0.0
